Source: PubChem
TSHR antag = antagonists of human thyroid stimulating hormone receptor; P16473; TSHR-expressing cells, TSH-stimulated cAMP HTRF, 2 h; active compounds read low; activity change, negative = inhibition, % at 11.5 µM; 330,000 compounds, 0.2% hits; AID 504810;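 active means activity change below a set negative limit, meaning inhibition stronger than a set level, cut at about -70% in these data; inconclusive means activity change between two set negative limits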; further: on the % scale 0 is the no-effect control and ±100 the full control effect
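Cell-based HTRF cAMP assay; TSHR cells + compound, TSH EC80 (4nM final), 2 h, 37 deg C. Lysis with anti-cAMP cryptate and cAMP-d2, 30 min RT, read 665/620 nm.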
PKM2 act = activators of human pyruvate kinase M2; 260,000 compounds, 0.34% hits; purified PKM2, Kinase-Glo ATP luminescence, activation; response scale: 0% is enzyme alone, no compound; P14618; Potency, µM (titrated, usually from 57.5 µM), inactives show at the top dose activation, usual class: activators; further: potency means the concentration at half of the fitted maximal effect; on the % scale 0 is the no-effect control and ±100 the full control effect; nearly all actives have a fitted effect of over 55% in size
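ATP formation by purified human PK-M2, quantified via coupled luciferase luminescence after 1 h at room temperature with 0.1 mM ADP and 0.5 mM PEP final.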
Menin MLL FP TR = displaces Texas Red mutant MLL peptide from human menin; Potency, µM (titrated, usually from 61.6 µM), for the others: at the top dose FP activity change, negative = inhibition, most hits filed as inhibitors; 270,000 compounds, 0.23% hits; AID 1768; Menin + Texas Red MLL mutant peptide, fluorescence polarization; active means well fitted inhibition curve with a large enough effect in the polarisation, with a control signal flat, not every such curve was filed as active; inconclusive means small, poorly fitted or top-dose-only effect, or effect the other way, or a change in a side signal; inactive means no such curve, though single readings can be large or run the other way; the % refers to the polarisation; further: potency means the concentration at half of the fitted maximal effect; % of control where 0% means no effect; many of its hits are not listed in these tables
BCR signal inh = chronic active BCR signaling inhibition; 340,000 compounds, 0.05% hits; Potency, µM (highest dose often 46.1 µM), without a hit: top-dose ratio change, negative = lower green/red ratio, usual class: inhibitors; ABC-DLBCL IkBa-CBG/CBR reporter, luminescence ratio, 4 h; active means well fitted inhibition curve with a large enough effect in the signal ratio, with a control signal flat, not every such curve was filed as active; inconclusive means small, poorly fitted or top-dose-only effect, or effect the other way, or a change in a side signal; the % refers to the signal ratio;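 further: potency means the concentration at half of the fitted maximal effect; plate controls were basal doxycycline-induced cells for no effect and cells given 10 µM MG132 for full effect; MG132 reads +100%, hits lower the ratio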
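TMD8 human ABC-DLBCL cells with doxycycline-inducible IκBα–green luciferase fusion and unfused red luciferase, in 0.5% FBS medium; compounds up to 46 uM, 4 h at 37C. Green/red luminescence ratio, filter-overlap corrected, fitted to concentration-response curves.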
Mito fusion yeast = inhibitors of mitochondrial division or activators of mitochondrial fusion | S. cerevisiae fusion-defective mutant growth rescue, CellTiterGlo 48 h | 320,000 compounds, 0.23% hits | AID 485298 | Potency, µM (doses to about 46.1 µM), without a hit: at the highest dose growth rescue (activation), most hits filed as activators;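 further: potency means the concentration at half of the fitted maximal effect; % of control where 0% means no effect; nearly all actives have a fitted effect of over 45% in size; temperature-sensitive fusion mutants such as fzo1-1 at 37 °C on non-fermentable ethanol glycerol medium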
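Luminescent cell viability in 1536-well qHTS format served as the measure of rescued growth in ts fusion-mutant S. cerevisiae cultured on non-fermentable YPEG for 48 hours at 37C.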
USP2a inh = inhibitors of human ubiquitin-specific protease USP2a; O75604; USP2 core, Ub-CHOP2 coupled fluorogenic reporter, 485/531; Potency, µM (series often up to 38.3 µM), inactives show at the highest dose activity change, negative = inhibition, most hits filed as inhibitors; 330,000 compounds, 0.01% hits; AID 463254;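 further: potency means the concentration at half of the fitted maximal effect; plate controls were DMSO wells for no effect and full inhibition by NEM control for full effect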
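Cell-free coupled assay: 10nM USP2 core preincubated 30min RT with compound in Tris-HCl pH 8.0/CaCl2/CHAPS buffer, then 25nM Ub-CHOP2 and 25nM reporter substrate; fluorescence (Ex 485/Em 531) read after 60min RT, normalized to NEM inhibition, concentration-response curves fitted.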
S-ASM inh = human S-ASM enzyme inhibition; P17405; AID 504937; placental ASM, HMU-PC fluorogenic substrate, 60 min; Potency, µM (series often up to 57.5 µM), without a hit: top-dose activity change, negative = inhibition, hits mostly inhibitors; 340,000 compounds, 0.006% hits; further: potency means the concentration at half of the fitted maximal effect
Target sequence (P17405 47-631 limits assumed): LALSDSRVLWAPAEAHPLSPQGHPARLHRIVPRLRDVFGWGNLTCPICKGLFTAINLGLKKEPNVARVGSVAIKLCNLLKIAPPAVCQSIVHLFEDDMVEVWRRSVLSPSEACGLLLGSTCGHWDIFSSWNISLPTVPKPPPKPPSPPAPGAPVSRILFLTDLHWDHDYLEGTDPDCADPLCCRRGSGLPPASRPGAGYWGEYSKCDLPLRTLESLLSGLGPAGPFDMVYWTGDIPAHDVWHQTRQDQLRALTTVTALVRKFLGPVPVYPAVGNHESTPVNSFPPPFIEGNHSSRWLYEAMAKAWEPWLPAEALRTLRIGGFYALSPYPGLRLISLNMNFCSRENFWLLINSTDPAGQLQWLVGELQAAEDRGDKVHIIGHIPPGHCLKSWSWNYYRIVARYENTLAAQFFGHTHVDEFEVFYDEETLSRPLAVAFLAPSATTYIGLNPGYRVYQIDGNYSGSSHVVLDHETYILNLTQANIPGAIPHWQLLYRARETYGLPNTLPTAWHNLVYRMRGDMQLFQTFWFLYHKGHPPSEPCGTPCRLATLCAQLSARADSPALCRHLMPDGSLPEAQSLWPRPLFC
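Steps: dispense placental human ASM, pin compound, wait 10 min at room temperature, add HMU-PC0 substrate at 9 uM final, incubate 60 min at 37 °C, add stop solution raising pH to 10, read fluorescence.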
Eya2 inh = Eya2 (human) phosphatase inhibition | O00167 | recombinant Eya2, OMFP fluorescence dephosphorylation (OMFP is methylfluorescein phosphate) | Potency, µM (doses to about 76.9 µM), without a hit: at the top dose activity, negative = inhibition, most hits filed as inhibitors | 330,000 compounds, 0.006% hits | AID 488837; further: potency means the concentration at half of the fitted maximal effect; on the % scale 0 is the no-effect control and ±100 the full control effect
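Eya2 (0.2 uM) preincubated 10 min at ambient with compound, then OMFP substrate added at 50 uM; 10 min reaction in 50 mM HEPES pH 7.5, 50 mM NaCl, 5 uM MgCl2, 0.05% BSA, 1 mM DTT. Fluorescence read at Ex 485/Em 525 nm.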
GALK inhibitor = blocks human galactokinase activity. P51570. Purified GALK, Kinase-Glo residual ATP luminescence. Potency, µM (series often up to 57.5 µM), inactives show at the top dose activity change, negative = inhibition, actives largely listed as inhibitors. 270,000 compounds, 0.007% hits; further: potency means the concentration at half of the fitted maximal effect; on the % scale 0 is the no-effect control and ±100 the full control effect
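Quantitative HTS: GALK 5 nM, ATP 35 uM, galactose 100 uM, 1 h room temperature, then luciferase-based ATP detection.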
KCNH2 WT inh = KCNH2 (human, wildtype) channel inhibition. Q12809. U2OS, BacMam KCNH2, thallium flux FluxOr; active compounds read low. activity change, % at 1.84 µM. 340,000 compounds, 0.37% hits. AID 720551;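 active means maximum activity change below -70%; inconclusive means maximum activity change between -70% and -50%; inactive means maximum activity change above -50%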; further: on the % scale 0 is the no-effect control and ±100 the full control effect
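U2OS cells transduced with wild-type KCNH2 virus are loaded with FluxOr dye for 45 min, and thallium flux is measured in kinetic reads before and after stimulation buffer. Rate constants are normalized to DMSO controls.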
MBNL1 CUG block = inhibitors of human MBNL1 binding to CUG repeat RNA. Q9NR56. TR-FRET MBNL1-His/biotin-(CUG)12 binding, 665/545 ratio. Potency, µM (series often up to 57.5 µM), inactives show at the top dose activity change, negative = inhibition, actives largely listed as inhibitors. 280,000 compounds, 0.036% hits. AID 2675; active means well fitted inhibition curve with a large enough effect in the signal ratio, with a control signal flat, not every such curve was filed as active; inconclusive means small, poorly fitted or top-dose-only effect, or effect the other way, or a change in a side signal; inactive means no such curve, though single readings can be large or run the other way; the % refers to the signal ratio; further: potency means the concentration at half of the fitted maximal effect; on the % scale 0 is the no-effect control and ±100 the full control effect
Target sequence (Q9NR56 whole entry, looked up): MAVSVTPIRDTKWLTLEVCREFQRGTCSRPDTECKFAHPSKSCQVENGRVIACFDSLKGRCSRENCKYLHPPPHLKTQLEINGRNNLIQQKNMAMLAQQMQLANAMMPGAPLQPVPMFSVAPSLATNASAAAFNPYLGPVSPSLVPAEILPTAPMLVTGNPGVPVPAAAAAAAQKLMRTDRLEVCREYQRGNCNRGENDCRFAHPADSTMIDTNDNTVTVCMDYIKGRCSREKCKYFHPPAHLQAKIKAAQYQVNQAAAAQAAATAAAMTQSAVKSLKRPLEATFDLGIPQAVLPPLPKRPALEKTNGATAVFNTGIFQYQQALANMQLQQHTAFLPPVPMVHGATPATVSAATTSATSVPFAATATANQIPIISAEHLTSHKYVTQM
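TR-FRET readout: Ex 340 nm, 665/545 nm emission ratio, normalized to buffer-only (basal) and MBNL1-(CUG)12 controls. Complex of MBNL1-His with Biotin-(CUG)12, compounds 92 nM–58 uM, incubated 60 min at room temperature.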
* = called active by the depositor; ? = inconclusive; . = not tested or not shown; [ ] = remark or other dose. Unless noted, the call rests on the fitted dose curve; in most records, active means well fitted curve in the direction sought with a large enough effect; inconclusive means small, poorly fitted or top-dose-only effect, or another doubt; inactive means no such curve, though single readings can be large; an effect the other way counts as inactive or inconclusive. These rows are one share of the data, so the mix of outcomes need not match the whole.

nr	Structure	TSHR antag	PKM2 act	Menin MLL FP TR	BCR signal inh	Mito fusion yeast	USP2a inh	S-ASM inh	Eya2 inh	GALK inhibitor	KCNH2 WT inh	MBNL1 CUG block
1	Clc1ccccc1CSc1snnc1-c1ccccc1	-24	-14%	19%	7%	3%	0%	-2%	-3%	-1%	-13	4%
2	O=C(c1cc(-c2ccc3c(c2)OCO3)on1)N1CCN(c2ccc(F)cc2)CC1	-4	-4%	?	-1%	-7%	1%	?	-26%	-1%	-1	-7%
3	Cc1ccc(N(C(=O)Cc2cccs2)C(C(=O)NC2CCCC2)c2ccncc2)cc1 (stereo unspecified)	3	7%	-19%	8%	3%	7%	-1%	2%	-1%	-7	11%
4	CC(=O)N1c2ccc(S(=O)(=O)N3CCCCC3)cc2CC1C(=O)Nc1ccc(C)cc1 (stereo unspecified)	25	.	.	0%	1%	1%	-6%	-2%	-4%	4	1%
5	c1ccc(Cn2cnc3ccccc32)cc1	-9	-1%	-13%	-13%	-8%	0%	0%	-18%	-1%	-7	-1%
6	O=C(Cc1c[nH]c2ccccc12)OCCOC(=O)Cc1c[nH]c2ccccc12	-18	13%	?	?	?	-2%	-4%	-2%	-1%	2	10%
7	Cc1ccc(C)c(S(=O)(=O)NC(Cc2c[nH]c3ccccc23)C(=O)O)c1 (stereo unspecified)	-11	12%	1%	7%	6%	0%	-4%	0%	-1%	-1	15%
8	COc1ccc(Cl)cc1C(=O)OCC(=O)NCc1cccs1	-4	.	.	?	13%	2%	6%	-3%	.	5	.
9	Cc1ccc(N2CC(C(=O)OCC(=O)c3c(N)n(CC(C)C)c(=O)n(C)c3=O)CC2=O)cc1 (stereo unspecified)	5	.	.	-5%	3%	1%	.	-9%	.	0	.
10	COc1cc(NC(=O)CN2CCCCC2)c(C)cc1[N+](=O)[O-]	-7	1%	2%	?	-13%	6%	3%	-14%	0%	-11	-5%
11	CC(=O)C1=C(C)OC(N)=C(C#N)C1c1cc([N+](=O)[O-])ccc1Cl (stereo unspecified)	-2	-5%	.	?	2%	-6%	-3%	2%	1%	5	.
12	CC(=O)O/N=C(\N)c1cnn2c(C(F)(F)F)cc(C(F)(F)F)nc12	-2	26%	.	?	0%	1%	13%	-18%	.	5	?
13	O=C(COc1ccccc1)c1cn(CC(=O)N2CCOCC2)c2ccccc12	-7	-8%	-29%	0%	-1%	0%	-1%	6%	-2%	-6	-7%
14	CCCCn1c(/C=C/c2ccco2)nc2ccccc21	17	9%	?	0%	8%	3%	60%[activator]	-4%	0%	-1	12%
15	Cc1nc(SCc2ccc(F)cc2)c2oc3ccccc3c2n1	-8	-2%	.	1%	1%	0%	-11%	-12%	1%	1	1%
16	O=C1N=C(N2C=CC(=C3C=CNC=C3)C=C2)/C(=C/N=NC(=O)c2ccccc2)S1	-27	-7%	0%	-11%	-1%	-4%	-1%	-10%	1%	5	?
17	COc1ccc(NC(=O)CN2CCN(c3ccccc3)CC2)cc1	-2	-14%	0%	1%	-4%	0%	-2%	5%	-1%	-3	-1%
18	CCCOc1ccc(C(=O)Nc2ccc(Cl)cn2)cc1	-16	-12%	11%	?	2%	5%	2%	-15%	2%	10	-8%
19	CCCOc1ccc(NC2=CC(=O)CC(C)(C)C2)cc1	-6	-2%	-4%	?	1%	3%	1%	4%	1%	2	3%
20	Cc1nc2ccn(Cc3ccccc3)c(=O)c2cc1C(=O)N1CCN(c2ccc(F)cc2)CC1	4	5%[0.46 µM]	-14%	4%	2%	2%	-2%	0%	9%	16	-7%
21	COc1ccc(Cl)cc1NC(=O)C(C)OC(=O)Cn1cc(C(F)(F)F)ccc1=O (stereo unspecified)	-2	.	.	?	-2%	0%	-2%	-9%	.	0	.
22	CCc1nnc(NS(=O)(=O)c2ccc(N3C(=O)c4ccccc4C3=O)cc2)s1	3	-1%	16%	-6%	0%	1%	3%	8%	8%	-15	?
23	C=CCN(CC=C)C(=O)C(=O)c1cc(C)n(-c2ccc([N+](=O)[O-])cc2)c1C	-11	1%	.	4%	-1%	1%	1%	?	-4%	6	?
24	CC(C)N(C(=O)CSc1nnc(CN2CCCCCC2=O)n1-c1ccccn1)C(C)C	-2	0%	-13%	1%	-2%	1%	3%	13%	-1%	-16	4%
25	Cc1ccnc(NC(=O)c2cccc(NC(=O)CC3SC(N4CCCCC4)=NC3=O)c2)c1 (stereo unspecified)	18	.	.	?	-1%	3%	5%	-1%	.	5	.
26	CCC(C)C(=O)Nc1cc(OC)c(OC)cc1C(=O)O (stereo unspecified)	-11	2%	4%	0%	-2%	0%	4%	11%	-1%	4	-9%
27	COc1ccc(S(=O)(=O)Cc2ccc(C(=O)O)o2)cc1	-2	.	4%	2%	13%	-1%	3%	-5%	0%	-26	-1%
28	Cc1ccc2nc(NC(=O)c3ccc(OCC4CCCO4)cc3)sc2c1 (stereo unspecified)	-22	0%	?	?	-4%	-1%	-3%	-5%	-1%	6	96%[activator]
29	OCCC1CN(Cc2ccon2)CCN1Cc1ccccc1 (stereo unspecified)	-6	-20%	-1%	2%	-1%	13%	6%	5%	-2%	-11	6%
30	COc1cc(C(=O)N2CCC(NC(=O)C(Cc3ccccc3)NC(C)=O)CC2)cc(OC)c1OC (stereo unspecified)	-8	-4%	4%	4%	0%	4%	-3%	-9%	9%	10	10%
31	CCOC(=O)c1cc2occc2n1CC(=O)NC1CCCCC1C (stereo unspecified)	-12	5%	-18%	3%	0%	1%	2%	-21%	-3%	-1	1%
32	CCCCN(CCCC)C(=O)C[n+]1cccc(/C=N/O)c1	6	14%	4%	-2%	12%	1%	-3%	-1%	5%	6	-3%
33	O=C(NCC(=O)N(Cc1ccco1)C(C(=O)NC1CCCCC1)c1ccncc1)c1cccs1 (stereo unspecified)	-1	-4%	.	-1%	4%	-3%	-3%	-3%	5%	-7	-11%
34	Cc1ccc(/C=N/NC(=O)CSc2ccccn2)o1	-27	23%	.	?	13%	-1%	1%	0%	-4%	-8	.
35	COc1ccc(C(=O)NCCn2ccc3ccccc32)cc1	-8	-1%	?	2%	-2%	-1%	-4%	-22%	4%	-3	-2%
36	Cc1ccc(NC(=O)c2ccc(NC(=O)c3ccccc3)cc2)cc1C	-2	4%	.	?	4%	1%	-3%	-27%	-5%	-1	-4%
37	CCOC(=O)N1CCN(S(=O)(=O)c2ccc(C(=O)N(CCCN(C)C)c3nc4cc(OC)ccc4s3)cc2)CC1	1	.	.	-1%	-5%	0%	-2%	6%	.	14	.
38	C=CCSc1nnc(NC(=O)CSc2ccccn2)s1	-13	-1%	5%	-2%	1%	3%	4%	-2%	2%	0	5%
39	COc1cccc(C(=O)Nc2nc(-c3ccc(S(=O)(=O)N4CCOCC4)cc3)cs2)c1	-44	-13%	?	7%	16%	1%	-13%	-26%	1%	-1	70%[activator]
40	CC(=O)Nc1ccc(N2CCCC2)cc1	1	5%	-6%	8%	-4%	-5%	-1%	7%	-2%	-2	?
